cardiac RTF act – cardiac RTF calcium sensitivity activators, primary screen, biochemical, IANBD-TnC fluorescence, EC20 calcium. Troponin I, cardiac muscle (Homo sapiens) + Troponin T, cardiac muscle (Homo sapiens) + …. IANBD-labeled TnC RTF fluorescence at EC20 calcium; 0% EC20 calcium, 100% full calcium. activation, % at 7.2 µM. 340,000 tested, 0.24% active. AID 493008, 2010;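 active = activation above the mean over all tested compounds plus 3 SD, cut at about 30% in these data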;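 also: rise in fluorescence read as greater calcium sensitivity of cardiac thin filaments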
NSD2 inh – NSD2 histone methyltransferase inhibitors, primary screen, biochemical, AlphaScreen, single concentration, set 2 | 310,000 tested, 0.54% active | NSD2 peptide methylation, 120 min | inhibition, % at 12.5 µM; in the data active = inhibition above about 50%
Mot1-301 SUMO – yeast Mot1-301 growth rescue at high temperature, primary screen, SUMOylation pathway inhibitor project, S. cerevisiae, ATP luminescence, 38.5C; growth rescue, % at 18.8 µM; 320,000 tested, 1% active; AID 2716, 2010; S. cerevisiae Mot1-301 growth rescue; percent above DMSO median, 100 means doubled;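 active = every valid replicate shows activation above 250% relative to neutral control wells; inactive = the rest, any valid replicate at or below 250%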;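 also: OY570 slx delta 5 strain wells were the positive control but not used for scaling; some compounds called inactive have numbers as strong as hits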
Cardiac RTF inh – cardiac RTF calcium sensitivity inhibitors, primary screen, biochemical, IANBD-TnC fluorescence, EC70 calcium. Troponin I, cardiac muscle (Homo sapiens) + Troponin T, cardiac muscle (Homo sapiens) + …. IANBD-labeled cardiac RTF, Ca2+ fluorescence. inhibition, % at 7.15 µM. 340,000 tested, 0.12% active. AID 493244, 2011;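 active = inhibition above the mean inhibition of all tested compounds plus 3 SD, cut at about 17% in these data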;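 also: assay run at fixed EC70 calcium of 1.6 mM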
PfHsp90 set2 – growth inhibition of PfHsp90-expressing yeast, primary screen, antimalarial PfHsp90 inhibitor project, S. cerevisiae, BacTiter-Glo luminescence, single point, set 2. 310,000 tested, 0.32% active. inhibition, % at 9.4 µM. BacTiter-Glo ATP, 48 h; yeast lacking PDR1 and PDR3 efflux regulators;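 active = every replicate shows inhibition above about 80%, whatever the replicate mean, limit read from the data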;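 also: 0% = DMSO neutral controls and 100% = 20 µM radicicol positive controls; yeast relying on Plasmodium falciparum Hsp90 in place of its own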
dFosB act – activators of delta FosB homodimer, primary screen, biochemical, fluorescence polarization, TAMRA-CDK5 oligo, single point | Protein FosB (Mus musculus), P13346 | purified delta FosB; percent of positive-control signal above neutral wells | activation, % at 25 µM | 340,000 tested, 0.99% active | AID 493131, 2011;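 active = mean activation above about 17%, with every replicate also reaching it, limit read from the data, passing the limit was not always enough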;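 also: fluorescence polarization rise as delta FosB binds a TAMRA Cdk5 AP-1 oligo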
CDK5 inh – inhibitors of human CDK5/p35 kinase, primary screen, biochemical, single concentration; Cyclin-dependent kinase 5 (Homo sapiens) + Cyclin-dependent kinase 5 activator 1 (Homo …; Recombinant CDK5/p35, ADP-Glo luminescence, 60 min; inhibition, % at 10 µM; 330,000 tested, 0.01% active;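 active = highest replicate inhibition of at least 50% and at least 75% of replicates reaching 50%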;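 also: plate controls were DMSO neutral control for no effect and GW8510 at 10 µM for full effect; many of its hits are not listed in these tables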
C-LANA FP – inhibitors of KSHV C-LANA binding to DNA, primary screen, biochemical, fluorescence polarization, FAM-LBS DNA, MBP-C-LANA, single point. inhibition, % at 9 µM. AID 504423, 2011. 340,000 tested, 0.078% active. Kaposi's sarcoma herpesvirus LANA C-terminal domain (residues 932-1162) DNA binding;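 active = highest replicate inhibition at or above 60% at 9 µM, even if other replicates fall short; inactive = all replicates below 60% inhibition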;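 also: 0% = neutral control wells and 100% = 4 µM acridine orange control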
Keap1 Nrf2 FP – Keap1-Nrf2 protein-protein interaction inhibitors, primary screen, biochemical, fluorescence polarization, single point; Kelch-like ECH-associated protein 1 (Homo sapiens), Q14145; 340,000 tested, 0.15% active; Keap1 Kelch-Nrf2 peptide fluorescence polarization, 1536-well; AID 504523, 2011; inhibition, % at 9.4 µM; in the data active = inhibition above about 12%;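 also: human Keap1 Kelch domain with fluorescein labeled Nrf2 9mer peptide probe; 0% = neutral control wells and 100% = peptide positive control; higher means more block of Keap1 binding to Nrf2 peptide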
Target sequence (Q14145 whole entry, looked up, the tested form may be a part): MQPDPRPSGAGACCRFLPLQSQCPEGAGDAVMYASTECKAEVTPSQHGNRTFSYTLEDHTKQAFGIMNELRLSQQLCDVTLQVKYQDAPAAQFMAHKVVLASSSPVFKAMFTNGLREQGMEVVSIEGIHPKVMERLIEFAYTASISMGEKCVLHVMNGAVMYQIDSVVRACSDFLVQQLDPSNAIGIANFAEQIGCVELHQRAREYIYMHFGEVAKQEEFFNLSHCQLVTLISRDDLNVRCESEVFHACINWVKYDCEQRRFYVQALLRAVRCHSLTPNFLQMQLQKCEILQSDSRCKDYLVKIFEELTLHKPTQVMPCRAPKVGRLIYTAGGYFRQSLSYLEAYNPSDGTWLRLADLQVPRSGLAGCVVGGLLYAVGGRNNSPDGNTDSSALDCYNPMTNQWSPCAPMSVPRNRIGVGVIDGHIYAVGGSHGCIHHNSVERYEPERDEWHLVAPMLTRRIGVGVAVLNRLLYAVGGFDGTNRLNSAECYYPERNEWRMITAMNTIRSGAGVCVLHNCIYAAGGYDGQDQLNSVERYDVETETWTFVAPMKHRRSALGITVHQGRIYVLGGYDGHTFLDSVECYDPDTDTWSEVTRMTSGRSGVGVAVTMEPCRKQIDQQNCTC
PvdQ inh – P. aeruginosa PvdQ acylase inhibitors, primary screen, biochemical, fluorescence, plate reader and imaging, single point | 340,000 tested, 0.063% active | inhibition, % at 10 µM | PvdQ acylase [Pseudomonas aeruginosa LESB58] | AID 488965, 2010 | purified PvdQ acylase; in the data active = inhibition above about 30%, passing the limit was not always enough;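 also: 0% = vehicle neutral wells and 100% = reference inhibitor wells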
Rtt109 HAT inh – inhibitors of C. albicans Rtt109/Vps75 HAT, primary screen, biochemical, ThioGlo CoA-SH fluorescence, plate reader | purified Rtt109/Vps75, 4 h | inhibition, % at 34.9 µM | 330,000 tested, 0.16% active | AID 540336, 2011;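 active = inhibition of at least 50% in every replicate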
Target sequence (Q5AAJ8 whole entry, looked up): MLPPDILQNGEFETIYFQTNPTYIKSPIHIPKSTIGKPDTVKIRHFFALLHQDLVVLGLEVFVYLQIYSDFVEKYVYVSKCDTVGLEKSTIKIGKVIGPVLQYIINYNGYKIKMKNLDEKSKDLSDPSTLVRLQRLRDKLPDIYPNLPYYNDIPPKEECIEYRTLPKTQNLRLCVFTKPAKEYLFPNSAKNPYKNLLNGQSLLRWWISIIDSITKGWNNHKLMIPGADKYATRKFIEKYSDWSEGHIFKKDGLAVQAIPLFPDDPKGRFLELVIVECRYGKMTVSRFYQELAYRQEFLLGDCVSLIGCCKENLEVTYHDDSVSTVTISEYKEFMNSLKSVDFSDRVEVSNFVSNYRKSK
* marks the source's active call; other numbers are inactive results; . = no result given. Compounds as they come; 3.2% or so of the library scored in one or more.

SMILES | cardiac RTF act | NSD2 inh | Mot1-301 SUMO | Cardiac RTF inh | PfHsp90 set2 | dFosB act | CDK5 inh | C-LANA FP | Keap1 Nrf2 FP | PvdQ inh | Rtt109 HAT inh
COc1cc(CNCCSc2nnnn2C)cc(Br)c1OCc1ccc(F)cc1 | 15 | -7 | 3 | -1 | 3 | 0 | -1.9 | -0.6 | 0 | -8 | -1
CCCNC(=O)CN(C)C(=O)c1n[nH]c2ccccc12 | 4 | -3 | -5 | -10 | 17 | 4 | 3.0 | 0.0 | 1 | -20 | 6
CCOC(=O)C(Cc1ccc(NC(=O)/C(=C/c2ccccc2)NC(=O)c2ccccc2)cc1)N1C(=O)c2ccccc2C1=O (centres undefined) | -1 | 2 | -5 | 2 | 7 | -7 | . | -0.2 | 4 | -11 | 3
COc1ccc(-c2cc(C(=O)O)no2)cc1 | 7 | 23 | -3 | -9 | -2 | -9 | -0.1 | -2.6 | 2 | 13 | 23
CN(C)CCNC(=O)c1ccc(COCC(F)(F)F)cc1 | 3 | -1 | 4 | -10 | -19 | -6 | -4.9 | 0.6 | -11 | -9 | -8
C=CCn1c(CSc2ccc(C)cc2)n[nH]c1=S | 4 | 2 | 143 | 10 | -40 | -4 | 0.2 | -0.1 | -2 | -10 | -4
O=C(Nc1ccc(Cc2ccc(NC(=O)N3CCOCC3)cc2)cc1)N1CCOCC1 | 1 | -1 | -14 | -3 | -8 | -5 | -2.2 | 0.2 | 1 | 8 | 8
Cc1cccc(C)c1-n1c(C)cc(/C=N\Nc2ccc([N+](=O)[O-])cn2)c1C | 4 | -3 | 88 | -6 | -6 | -11 | 1.8 | 1.3 | -6 | -11 | -2
CCOC(=O)Cn1c(=NC(=O)C2CC2)sc2c(C)cc(C)cc21 | 3 | -6 | 374 | 3 | -36 | -3 | 2.3 | 0.5 | 0 | -13 | -6
Cc1ccc(NC(=O)c2cccnc2C(=O)O)nc1 | 3 | 1 | -20 | -12 | -23 | 7 | 1.2 | -1.4 | -1 | -17 | .
COCC(=O)Nc1cc(OC)ccc1OC | -2 | 0 | -13 | 2 | 31 | -1 | 0.0 | 0.1 | -2 | -16 | -6
CC(C)Cn1cc(C(=O)NCCCN2CCC(C)CC2)c2c3ccccc3n(C)c2c1=O | 5 | 2 | -17 | -10 | -23 | -12 | 0.6 | 0.1 | -1 | -14 | -5
COc1ccccc1CC(=O)Nc1ccc(F)cc1F | 7 | -1 | 8 | -9 | 4 | 2 | -0.5 | -0.3 | -1 | -14 | 3
COC(=O)c1cc(NC(=O)Cn2c(=O)cnc3ccccc32)cc(C(=O)OC)c1 | 11 | 3 | 4 | -17 | 19 | -3 | -1.7 | 0.3 | -4 | -14 | -9
CC(C)NS(=O)(=O)c1ccc(NC(=O)NC2CCCCC2)cc1 | -1 | -4 | -5 | 2 | 5 | -2 | 0.2 | 2.8 | -2 | 9 | 15
O=C(c1cccnc1)N1CCN(c2ccc(Cl)cc2)CC1 | 4 | 0 | 44 | -3 | 22 | 0 | -3.5 | 1.1 | -5 | -4 | -1
O=C(NC1CCCCC1)c1cc2ccccc2cc1O | 4 | 0 | 11 | -3 | 10 | -5 | 2.1 | -1.3 | 1 | 10 | 20
O=C(CSCc1ccccc1)NCCCN1CCOCC1 | -1 | -2 | -7 | 13 | -17 | -7 | 1.0 | 0.8 | -3 | 2 | 48
CCn1c(SCC(=O)N2CCOCC2)nc2ccccc21 | 6 | -5 | -21 | -9 | 3 | -9 | 1.2 | 0.0 | -1 | -18 | 1
Cc1ccc(S(=O)(=O)/N=C(/Nc2ccc3[nH]c(=O)[nH]c3c2)c2ccccc2)cc1 | -1 | 1 | -15 | 0 | 1 | -5 | -1.7 | 0.3 | 1 | 8 | .
Cc1c(NC(=S)/C=C2\N(C)c3ccccc3C2(C)C)c(=O)n(-c2ccccc2)n1C | -3 | 7 | 8 | -6 | 17 | 0 | 0.7 | -0.7 | -2 | -12 | 24
CCCCN1C(N)=NC[C@@H]1Cc1ccc(O)cc1 | 3 | . | 1 | -13 | 7 | -7 | 0.8 | 3.1 | -1 | -7 | -2
CN(Cc1ccccc1)c1nc2c(c(=O)[nH]c(=O)n2C)n1CCCc1ccccc1 | -5 | -2 | -8 | 16 | -30 | -5 | -3.9 | 0.3 | 2 | 9 | 15
O=C(Nc1ccc2c(c1)C(=O)NC2=O)c1ccc(Cl)s1 | -6 | . | -12 | 0 | 11 | 54* | -0.6 | -0.8 | 0 | 2 | -14
CC(C)CNS(=O)(=O)c1ccccc1C(=O)N1CCCCC1 | -2 | -2 | . | 1 | -5 | 7 | -2.2 | -1.1 | -7 | -11 | -7

The list continues.
SMILES | cardiac RTF act | NSD2 inh | Mot1-301 SUMO | Cardiac RTF inh | PfHsp90 set2 | dFosB act | CDK5 inh | C-LANA FP | Keap1 Nrf2 FP | PvdQ inh | Rtt109 HAT inh
COc1cc(OC)cc(C(=O)NCCOC23CC4CC(CC(C4)C2)C3)c1 | -1 | 36 | -12 | 10 | 4 | -9 | -1.9 | -0.2 | 0 | -8 | -2
CC(=O)N1CCOc2ccc(S(=O)(=O)N3C(C)CCCC3C)cc21 (centres undefined) | -2 | -1 | -1 | 0 | 9 | -8 | -1.1 | 1.3 | -5 | -14 | -12
c1ccc(-c2cc(N3CCCCC3)nc(-c3ccccc3)n2)cc1 | 6 | -2 | -15 | -1 | -10 | 2 | -0.4 | 0.3 | -3 | -7 | 0
Cc1ccc(C(=O)Oc2ccc([N+](=O)[O-])cc2)cc1S(=O)(=O)N1CCCCCC1 | 2 | -3 | 278 | 4 | 6 | -7 | 1.7 | 0.6 | 2 | 2 | -9
O=C(Nc1ccc(OCc2ccccc2)cc1)c1cccnc1 | 1 | 1 | 101 | -32 | -35 | 1 | -2.3 | 0.4 | -3 | -9 | 7
CCCCOc1ccc(C(=O)N/C(=C/C=C/c2ccccc2)C(=O)NCCO)cc1 | -2 | 2 | -9 | -4 | -33 | -11 | -0.4 | -1.3 | 4 | 5 | .
CC(C)N(C(=O)CSc1nnc(Cc2ccc3c(c2)OCO3)n1C)C(C)C | -1 | -6 | -18 | 0 | -2 | -1 | 0.3 | -2.4 | 1 | -4 | 4
O=C(c1cc2nc(-c3ccc(F)cc3)cc(C(F)(F)F)n2n1)N1CCCCC1c1cccnc1 (centres undefined) | 3 | . | -7 | -4 | . | -17 | 0.1 | -0.6 | -1 | -13 | -4
Cc1c(C(=O)O)sc(S(=O)(=O)N2CCN(C(=O)Cc3ccc(Cl)cc3)CC2)c1C(=O)O | 5 | -3 | . | -3 | -15 | -4 | 0.8 | -1.7 | 0 | -11 | 3
CCOC(=O)C1CCN(C(=O)c2cc3cc4ccc(C)cc4nc3o2)CC1 | 2 | -7 | -10 | 0 | 6 | -27 | -0.2 | 0.8 | 1 | -1 | 8
O=C(Nc1ccccn1)[C@@H]1CCC(=O)N1C(=O)OCc1ccccc1 | 1 | -1 | 10 | -7 | -9 | 5 | -2.3 | 3.0 | -2 | 5 | 9
Cc1ccc(NC(=O)CN2CCN(c3ccccn3)CC2)cc1S(=O)(=O)N(C)C | 13 | 1 | 48 | -1 | . | -5 | 0.8 | -1.4 | -7 | 6 | 18
CN1CCc2c(OCC(=O)N3CCCc4ccccc43)cccc2C1=O | 2 | -1 | -9 | -4 | -4 | -3 | 0.4 | -0.4 | -4 | -4 | 2
COc1ccc(-c2noc(CNC(=O)c3ccoc3C)n2)cc1OC | 0 | -3 | -18 | -19 | 7 | -7 | -0.6 | 0.9 | 2 | -13 | 8
CCOc1cc(N2CCOCC2)c(OCC)cc1NC(=O)COc1ccccc1[N+](=O)[O-] | 0 | 26 | -20 | -9 | 23 | -11 | -0.6 | 4.7 | -1 | -10 | 5
CCOC(=O)N1CCN(c2c(NCc3cccs3)c(=O)c2=O)CC1 | 2 | . | 504 | -5 | 26 | 4 | 0.2 | 0.0 | 1 | -8 | -6
CS(=O)(=O)Nc1ccccc1C(=O)Nc1ccc2c(c1)OCCO2 | 3 | 0 | 4 | -6 | -24 | -8 | 2.6 | -0.4 | 1 | -5 | 0
Cc1cc2n(n1)SC(Nc1ccc(F)c(Cl)c1)N2 (centres undefined) | -1 | 1 | 1 | -9 | . | -1 | 4.3 | 0.6 | -3 | -17 | 7
COc1cc(C(=O)Nc2cc(C)ccc2C)ccc1OCc1c(C)noc1C | -1 | 0 | -6 | 2 | 1 | 2 | 0.8 | -0.8 | -3 | 10 | -1
O=C(CCc1ccccc1)N1CCN(c2ccc([N+](=O)[O-])cc2)CC1 | 3 | 5 | -11 | 6 | 18 | -2 | -1.7 | -1.3 | 0 | -11 | 6
O=C(NCc1nnc(SCC(=O)N2CCCc3ccccc32)o1)c1ccccc1F | -5 | -3 | 254 | 2 | 1 | -3 | 1.7 | -2.3 | -11 | 8 | .
Cc1ccc2[nH]c(=O)c3cc(C(=O)N(C)C4CCCCC4)sc3c2c1 | -3 | 2 | 22 | 1 | -25 | -9 | -0.3 | 0.2 | -8 | 7 | 33
COc1ccccc1NS(=O)(=O)c1cccc(-n2c(O)c(C=Nc3ccccc3C(=O)O)c3ccccc3c2=O)c1 | 6 | . | -4 | -1 | -21 | -18 | 0.3 | 3.0 | -7 | -1 | 35
CN(C)c1ccc(C(CNS(=O)(=O)c2ccc(F)cc2)c2c[nH]c3ccccc23)cc1 (centres undefined) | 1 | 0 | -8 | -20 | -17 | -10 | 1.8 | 2.9 | -5 | -3 | 1
Cn1nc(C(F)(F)F)c(-c2ccc(F)cc2)c1NC(=O)c1ccco1 | 1 | -6 | 0 | -5 | 12 | 2 | -2.6 | -1.5 | 4 | -9 | -7
CC(C)(C)C(=O)NC1CC2CCCC(C1)N2C(=O)Nc1ccccc1F (centres undefined) | -1 | 1 | 19 | -4 | 10 | 4 | 0.4 | 1.9 | -5 | -17 | 6
[O-][n+]1onc2c1CCc1[nH]c(-c3ccccc3)nc1-2 | 5 | 0 | 171 | -4 | . | 4 | 0.8 | -0.3 | -7 | -10 | -20

Screening results: PubChem BioAssay, several laboratories
